SKKanGAS inh – SKKanGAS growth inhibition; S. pyogenes SKKanGAS, kanamycin growth, BacTiter-Glo, 6 h; hit rate 1.3% among 300,000; inhibition, % at 7.5 µM;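 active means mean replicate score, as percent of positive control median, at least 50; inconclusive means mean below 50 but one replicate at or above 50; inactive means mean and every replicate below 50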;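 further: strain carries kanamycin resistance gene driven by streptokinase promoter and grows in 40 µg/ml kanamycin; loss of luminescence reflects streptokinase promoter inhibition or plain growth inhibition; 0% = median of DMSO wells and 100% = positive control at its reference dose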
KCNQ1 block – inhibitors of human KCNQ1 potassium channel. B-score at 10 µM. hit rate 1.3% among 310,000. CHO-K1 KCNQ1, FluxOR thallium flux fluorescence; active compounds read high. AID 2642;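 active means compounds whose thallium flux B-score, printed positive for inhibition, exceeds three library SD while starting fluorescence stays within three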;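 further: channel opened by potassium depolarization with thallium stimulus after 20 min compound exposure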
KCNQ1 act – human KCNQ1 channel potentiation or activation | P51787 | hit rate 0.35% among 310,000 | CHO-K1 KCNQ1, thallium flux FluxOR fluorescence; active compounds read high | AID 2648 | B-score at 10 µM;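 active means fluorescence ratio B-score, a plate-corrected score, at least three library SD, with initial intensity B-score within 5 SD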
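Doses: Single concentration per compound, DMSO matched to controls | Test system: KCNQ1-transfected CHO-K1 cells | Timing: 90 min dye loading and 20 min compound exposure, both at room temperature | Measured by: Kinetic FluxOR thallium fluorescence, 10-s 1-Hz baseline, 110-s post-stimulus read | Medium: Assay buffer with matched DMSO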
ANO1 block – blocks the mouse calcium-activated chloride channel TMEM16A; Q8BHY3; HEK293 TMEM16A/YFP iodide influx fluorescence, ionomycin; normalized B-score (activity score, 25-100; higher = stronger inhibition) at 10 µM; hit rate 1.2% among 310,000; AID 588511;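 active means ratio plate-corrected score three or more library SD toward inhibition, starting fluorescence score within five deviations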;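 further: score derived from kinetic fluorescence span divided by baseline fluorescence per well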
ANO1 activ – activators or potentiators of mouse TMEM16A chloride channel. Q8BHY3. HEK293 TMEM16A/YFP-H148Q/I152L, iodide quench fluorescence; active compounds read low. B-score at 10 µM. hit rate 0.3% among 340,000. AID 623877;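 active means fluorescence-ratio B-score plate-corrected deviation score at least 3 library SD below zero, with starting fluorescence score within 5 deviations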;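 further: channel opened by trigger with iodide after compound preincubation; score built on the fluorescence ratio of max minus min over baseline; more negative score means more quench and so TMEM16A activation or potentiation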
RGS4 block – human RGS4 inhibition; HEK293 M3R/RGS4 inducible, Fluo-4 calcium flux; active compounds read high; triggered by carbachol at its EC20; B-score at 10 µM; hit rate 0.45% among 310,000; AID 463165;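 active means B-score, a plate-corrected calcium signal, over three deviations above library mean, with baseline fluorescence within five deviations of library mean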;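 further: RGS4 expression induced by doxycycline in cells with stable M3 receptor; B-score is computed from the integrated fluorescence ratio over baseline after carbachol; higher B-score means a larger calcium signal and so more RGS4 inhibition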
Target sequence (P49798 whole entry, looked up): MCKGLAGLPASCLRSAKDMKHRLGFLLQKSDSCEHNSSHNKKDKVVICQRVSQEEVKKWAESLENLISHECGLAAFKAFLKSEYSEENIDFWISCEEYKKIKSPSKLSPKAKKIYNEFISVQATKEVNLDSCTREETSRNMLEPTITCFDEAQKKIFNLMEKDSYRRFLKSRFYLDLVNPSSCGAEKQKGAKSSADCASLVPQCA
hERG rescue – shields human hERG channel from block by proarrhythmic agents; activation (rescue from dofetilide block), less the hit threshold, % at 10 µM; hit rate 0.51% among 310,000; Q12809; CHO-hERG, FluxOR thallium flux, dofetilide IC70 present;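 active means activation above the mean of controls blocked by dofetilide plus 5 SD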;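 further: thallium influx through hERG after potassium depolarization seen as dye fluorescence rise; in these data hits start at about 4.7%; inactives centre near -7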
KCNK3 inh – human KCNK3 channel inhibition, primary screen | O14649 | CHO-KCNK3 thallium flux, FluxOR fluorescence; active compounds read low | B-score at 10 µM | hit rate 0.84% among 340,000 | AID 602410;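 active means B-score under library mean minus 4 SD, starting fluorescence ratio at most library mean plus 5 SD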;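 further: more negative B-score means stronger inhibition of thallium flux through KCNK3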
RGS4 act – potentiators or activators of RGS4; HEK293 M3R/inducible RGS4, carbachol calcium flux Fluo4; active compounds read low; AID 463111; B-score at 10 µM; hit rate 0.92% among 310,000;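 active means B-score of the integrated calcium signal more than 4 SD below the library mean, with starting fluorescence not abnormally high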;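 further: negative B-score means reduced calcium response which marks RGS4 activation or potentiation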
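System: HEK293 FlpIn-TREx cells, stable M3R, doxycycline-inducible RGS4. Timing: overnight RGS4 induction, 30 min dye load 37 °C, 20 min compound RT. Also added: carbachol, ECmax concentration. Measured by: Fluo4 fluorescence kinetic imaging of calcium. Evaluation: integrated calcium ratio converted to B score.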
KCNK9 inh – blocks the human KCNK9 two-pore domain potassium channel; hit rate 1.2% among 310,000; B-score at 10 µM; AID 488922; HEK293 KCNK9, FluxOR thallium flux fluorescence; active compounds read low;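 active means ratio B-score over 3 SD below the library mean, with starting fluorescence within 5 SD of its mean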;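 further: negative B-score means less thallium flux so channel inhibition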
Target sequence (Q9NPC2 whole entry, looked up, the tested form may be a part): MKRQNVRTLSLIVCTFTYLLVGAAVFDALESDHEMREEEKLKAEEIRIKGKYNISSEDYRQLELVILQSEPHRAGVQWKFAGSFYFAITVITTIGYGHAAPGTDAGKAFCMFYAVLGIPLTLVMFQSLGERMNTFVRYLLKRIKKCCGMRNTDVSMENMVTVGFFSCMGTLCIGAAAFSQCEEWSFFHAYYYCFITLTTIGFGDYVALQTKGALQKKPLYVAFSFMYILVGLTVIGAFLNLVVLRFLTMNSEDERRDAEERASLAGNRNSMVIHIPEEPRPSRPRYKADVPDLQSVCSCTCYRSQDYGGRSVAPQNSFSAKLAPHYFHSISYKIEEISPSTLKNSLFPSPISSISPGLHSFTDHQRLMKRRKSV
HDAC3 inh – inhibitors of human histone deacetylase 3; O15379; recombinant HDAC3, fluorogenic peptide/trypsin coupled, fluorescence; inhibition, % at 8.3 µM; hit rate 0.15% among 320,000; AID 2718; in the data active means inhibition above about 26%, passing the limit was not always enough; inconclusive means no clear call, values can overlap the other calls
Target sequence (O15379 whole entry, looked up): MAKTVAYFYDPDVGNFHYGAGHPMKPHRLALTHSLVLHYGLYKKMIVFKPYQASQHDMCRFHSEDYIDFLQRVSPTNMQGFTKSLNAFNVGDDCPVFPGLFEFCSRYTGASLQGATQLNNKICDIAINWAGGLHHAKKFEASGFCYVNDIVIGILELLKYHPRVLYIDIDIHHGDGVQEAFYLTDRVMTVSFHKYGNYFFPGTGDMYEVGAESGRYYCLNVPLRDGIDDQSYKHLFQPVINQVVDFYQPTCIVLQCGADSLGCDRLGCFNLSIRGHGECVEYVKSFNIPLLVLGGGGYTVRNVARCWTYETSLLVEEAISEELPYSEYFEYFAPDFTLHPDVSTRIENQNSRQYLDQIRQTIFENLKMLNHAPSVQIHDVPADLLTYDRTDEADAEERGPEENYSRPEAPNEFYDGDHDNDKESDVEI
Numbers without * were called inactive; i = inactive; ? = inconclusive; . = no result given.

Below each SMILES – SKKanGAS inh	KCNQ1 block	KCNQ1 act	ANO1 block	ANO1 activ	RGS4 block	hERG rescue	KCNK3 inh	RGS4 act	KCNK9 inh	HDAC3 inh
COc1cccc(OCC(=O)Nc2c3c(nn2-c2ccc(F)cc2)CS(=O)(=O)C3)c1
→ 1	i	i	i	i	i	-10	i	i	i	-3
CCN(CC)CCOC(=O)c1ccc(N/C=C(/C#N)c2nc(-c3cccc(OC)c3)cs2)cc1
→ 4	i	i	i	i	i	-9	i	i	i	7
Cc1c(CN(C)C(=O)c2ccc(Br)o2)cnn1C
→ -2	i	i	i	i	i	-22	i	i	i	5
CCOc1ccc2nc(N/C(N)=N/C(=S)Nc3cccc(C)c3)nc(C)c2c1
→ 21	i	i	i	i	i	-11	i	i	i	-3
CC(O)c1nc2ccccc2n1C1CCCCC1 (stereo not given)
→ -4	i	i	i	i	i	-9	i	i	i	4
CCOC(=O)Cc1csc(NC(=O)CSc2nnnn2-c2ccc(CC)cc2)n1
→ 8	i	i	i	i	i	-12	i	i	i	3
Cn1c(SCCN2CCCC2)nnc1C1CCN(S(=O)(=O)c2cccc(F)c2)CC1
→ 9	i	i	i	i	i	-6	i	i	i	-6
CCn1nnnc1NCc1ccc(Cl)cc1
→ 5	i	i	i	i	i	-8	i	i	i	3
COCCCNC(=O)c1c[nH]c2ccc(S(=O)(=O)N3CCc4ccccc43)cc2c1=O
→ 9	i	i	i	i	i	-9	i	i	i	0
CCc1cccc(C)c1NC(=O)Cn1nc(C)n2cccc2c1=O
→ 0	i	i	i	i	i	-7	i	i	i	9
CC1=CC(=O)N(c2cccc(C(F)(F)F)c2)C1c1ccc(Cl)cc1 (stereo not given)
→ 1	i	i	i	i	i	-12	i	i	-7.7*	1
CCN(CC)c1ccc(NC(=S)NC(=O)C2CCC2)cc1
→ -7	i	i	i	i	i	-4	i	i	i	-1
Cc1ccccc1C(=O)c1cccn1CC(=O)NC1CCCC(C)C1C (stereo not given)
→ 0	i	i	i	i	i	-9	i	i	i	1
Brc1ccc(Sc2cnc3ccccc3n2)cc1
→ 5	i	i	i	i	i	-1	i	i	i	-10
NS(=O)(=O)c1ccc(NC(=O)COC(=O)C2CCCCC2)cc1
→ 4	i	i	i	i	i	-7	i	i	i	2
O=C(Nc1ccc2c(c1)OCO2)N1CCN(c2cccc(C(F)(F)F)c2)CC1
→ -4	i	i	i	i	i	-8	i	i	i	-2
O=c1c2cc(-c3ccccc3)sc2nc2n1CCC2
→ 50*	i	i	i	.	i	-19	.	i	i	2
COc1ccccc1C1C=C(c2ccc(Cl)cc2)Nc2nc(NS(C)(=O)=O)nn21 (stereo not given)
→ 6	i	i	i	.	i	-9	.	i	i	-28
O=C(NNC1OC(CO)C(O)C(O)C1O)c1cccc(Br)c1 (stereo not given)
→ 0	i	i	i	i	i	-18	i	i	i	0
C=CCN1C=C2C(=O)C(C)(OC(=O)CC)C(=O)C=C2C=C1CCCC (stereo not given)
→ 1	i	i	i	i	i	-12	i	i	i	1
CSc1nc2cc(C)nn2c(-c2ccccc2)c1C#N
→ 4	i	i	i	i	i	-12	i	i	i	-4
O=C(COc1ccccc1Cl)Nc1nnc(S(=O)(=O)N2CCCCCC2)s1
→ 23	i	i	i	i	i	-8	i	i	i	2
Nc1cccc(Oc2c(F)c(F)c(Oc3cccc(N)c3)c(F)c2F)c1
→ 8	i	i	i	i	i	-9	i	i	i	1
CC(C)c1ccc(NC(=O)C(c2ccccc2)N2CC(=O)Nc3ccccc32)cc1 (stereo not given)
→ 8	i	i	i	i	i	-8	i	i	i	-1
COc1ccc(-c2nn(-c3ccccc3)cc2C(N)=O)cc1OC
→ -4	i	i	i	i	i	-4	i	i	i	4
COc1ccc(C2/C=C\CN(C(=O)Oc3ccccc3)CC(=O)N2Cc2ccc(F)cc2)cc1 (stereo not given)
→ 3	i	i	.	i	i	-5	i	i	i	.
COc1cccc(-c2ccc(SCC(=O)NC3CCCCC3)nn2)c1
→ ?	i	i	i	i	i	-2	i	i	i	-6
COc1ccc(CCNC(=O)C2CCN(S(=O)(=O)c3cccc4cccnc34)CC2)cc1OC
→ -11	i	i	i	i	i	-9	i	i	i	-1
CCCCN1C(=O)N(C)C2C1N(C)C(=O)N2CCCC (stereo not given)
→ -6	i	i	i	i	i	-6	i	i	i	0
CCC1=Nc2cc(C(=O)NCCCN3CCOCC3)ccc2Sc2ccc(Br)cc21
→ 2	i	i	i	i	i	-8	i	i	i	4
COc1ccccc1C(=O)COC(=O)Cc1c[nH]c2ccccc12
→ 0	i	i	i	i	i	-10	i	i	i	4
CCOc1ccc(CNC(=O)Cn2ccc3cc(S(=O)(=O)N4CCCCCC4)ccc32)cc1
→ 5	i	i	i	i	i	-8	i	i	i	-2
COCCCn1c(SCC(=O)Nc2oc(C)c3c(C)n[nH]c(=O)c23)nc2ccccc2c1=O
→ -7	i	i	i	i	i	-9	i	i	i	-1
CCCCN(C(=O)/C=C/c1ccc(OCC(C)C)c(OCC)c1)c1c(N)n(CCC)c(=O)[nH]c1=O
→ 5	i	i	i	i	i	-7	i	i	i	-4
O=C(COc1cc(Cl)ccc1Cl)Nc1ccc2[nH]c(=O)[nH]c2c1
→ -19	i	i	i	i	i	-8	i	i	i	1
COc1ccc(CCNC2CC(=O)N(CCc3ccccc3)C2=O)cc1OC (stereo not given)
→ -6	i	i	i	i	i	-5	i	i	i	-3
Cc1cccc(OCC(=O)Nc2cccc(C(=O)Nc3ccccc3C(=O)O)c2)c1
→ 32	i	i	i	i	i	-28	i	i	i	2
O=c1c2cc(Br)ccc2nc(-c2ccc([N+](=O)[O-])cc2)n1O
→ 15	i	26*	i	i	i	16*	i	i	i	4
Cc1ccc(C)c(-c2csc(NC(=O)c3cnccn3)n2)c1
→ 37	i	i	i	i	i	-5	i	i	i	-2
CCc1cccc(CC)c1NC(=O)c1cccc(S(=O)(=O)N2CCN(C)CC2)c1
→ -5	i	i	i	i	i	-8	i	i	i	-4
CCOC(=O)c1c(-c2ccc(C)s2)csc1N
→ -11	i	i	i	i	i	-5	i	i	i	-1
CC1S/C(=N/N=C/c2cccc([N+](=O)[O-])c2)NC1=O (stereo not given)
→ -5	i	i	i	i	i	-6	i	i	i	-1
C(=N\Nc1nc2ccccc2s1)/c1ccc2c(c1)OCO2
→ -3	i	i	i	i	i	-9	i	i	i	-6
COc1ccc(CCN=C(N)NS(=O)(=O)c2ccc(C)c(C)c2)cc1
→ -7	i	i	i	i	i	-6	i	i	i	-4
CCNS(=O)(=O)c1ccc(NC(=O)c2cncc(Br)c2)cc1
→ -3	i	i	i	i	i	-6	i	i	i	7
O=C(c1cc2ccccc2oc1=O)N(c1ccccc1)C1C=CS(=O)(=O)C1 (stereo not given)
→ 0	i	i	i	i	i	-6	i	i	i	0
CCCCCCCC(O)CC(CC1CCCCC1)C(=O)NN (stereo not given)
→ 6	i	i	i	i	i	-3	i	i	i	-7
COc1ccc(C(C(=O)NC(C)(C)C)N(Cc2ccc(C)cc2)C(=O)CCC(=O)Nc2cc(C)on2)cc1 (stereo not given)
→ -4	i	i	i	i	i	-8	i	i	i	9
Cc1ccc(-c2c(C)nn3c(N4CCOCC4)cc(C)nc23)cc1
→ -4	i	i	i	i	i	-7	i	i	i	-12
O=S(=O)(c1cccc(Br)c1)N1CCN(c2ccnc3cc(Cl)ccc23)CC1
→ 17	i	i	i	i	i	-8	i	i	i	7
CCOc1ccc(N2CCc3c(C)nc(SC)nc32)cc1
→ -8	i	i	i	i	i	-7	i	i	i	-2
c1ccc(CN2CCC(N3CCC(N4CCCCCC4)CC3)CC2)cc1
→ 2	i	i	i	i	i	-7	i	i	i	1
CC(C)c1ccc(NC(=S)N2CCN(Cc3ccccc3)CC2)cc1
→ -5	i	i	i	i	i	-23	i	i	i	7
CN(C)c1ccc(NC(N)=S)cc1
→ 4	i	i	i	i	i	-5	i	i	i	0
NC(=O)c1ccc(NC(=O)c2cccc(Oc3ccccc3)c2)cc1
→ -1	i	i	i	i	i	-6	i	i	i	1
CC(=O)Nc1nc(CC(C)C)cc(-c2ccccc2)c1C#N
→ -18	i	i	i	i	i	-9	i	i	i	0
Cn1c(N)c(C(=O)COC(=O)CC(NC(=O)c2ccccc2Cl)c2ccccc2)c(=O)n(C)c1=O (stereo not given)
→ 1	i	i	i	i	i	-7	i	i	i	-4
O=C(CCCN1C(=O)c2cccc3cccc(c23)C1=O)Nc1nccs1
→ -6	i	i	i	i	i	-11	i	i	i	-1
CCC(Oc1ccccc1)C(=O)NCc1cccnc1 (stereo not given)
→ 4	i	i	i	i	i	-3	i	i	i	1
Cc1cccc(N(C(=O)c2cnc3n(c2=O)CCS3)C2CCCCC2)c1
→ 0	i	i	i	i	i	-12	i	i	i	2

Next structures.
Below each SMILES – SKKanGAS inh	KCNQ1 block	KCNQ1 act	ANO1 block	ANO1 activ	RGS4 block	hERG rescue	KCNK3 inh	RGS4 act	KCNK9 inh	HDAC3 inh
O=C(O)CC(NC(=S)NCc1ccccc1)C(=O)O (stereo not given)
→ 7	i	i	i	i	i	-5	i	i	i	-1
Cc1cccc(C2(c3cccc(C)c3)OC(=O)c3ccccc32)c1
→ 40	i	i	i	i	i	-13	i	i	-19*	4
O=C(NC1CC2CCCC(C1)N2Cc1ccc(F)cc1)c1ccc(F)cc1 (stereo not given)
→ 4	i	i	i	i	i	-8	i	i	i	-1
Cc1ccc(C)c(OC(=O)c2ccncc2)c1
→ -5	i	i	i	i	i	-11	i	i	i	-4
C=CCNC(=S)NNC(=O)c1ccc(OCC)cc1
→ 9	i	i	i	i	i	-4	i	i	i	-3
CCN(CC)S(=O)(=O)c1csc(C(=O)NC2CCCCC2)c1
→ -6	i	i	i	i	i	-11	i	i	i	0
CC(C)(Nc1ccccc1)C(=O)c1ccccc1
→ -2	i	i	i	i	i	-9	i	i	i	-1
COc1ccc(S(=O)(=O)Nc2ccc(F)cc2F)cc1C(=O)N1CCOCC1
→ 2	i	i	i	i	i	-5	i	i	i	-1
O=S(=O)(c1ccc2nnn(OCc3ccccc3)c2c1)N1CCOCC1
→ 1	i	i	i	i	i	-18	i	i	i	-3
Cc1cccc(NC(=O)CN(C)S(=O)(=O)c2ccc(Cl)cc2)n1
→ -2	i	i	i	i	i	-6	i	i	i	2
CCOc1ccc(S(=O)(=O)n2ccnc2)c2ccccc12
→ 3	i	i	i	i	i	-7	i	i	i	11

Bioassay records: PubChem BioAssay, several laboratories
